Screening data (PubChem BioAssay)
TAG inh: triacylglycerol accumulation inhibition; AID 651582; inhibition, % at 12.5 µM; 230,000 tested, 0.66% active; H9c2 cells, Nile Red lipid (TAG) fluorescence; cells loaded with 200 µM oleic acid;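 active = pattern-corrected inhibition of lipid staining of at least 50% with the nuclear-stain viability signal not falling by more than 50%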;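 also: 0% = DMSO wells and 100% = triacsin C control wells; some results filed as inactive read as strong as hits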
TAG inh DAPI viability: second read-out of TAG inh, no call of its own (marks repeat the call); DAPI nuclei signal change (viability), lower = more cytotoxic, %;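 whole-well DAPI fluorescence read on a plate reader as a viability signal; minus 50 percent equals half of cells still viable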
* marks the source's active call; other numbers are inactive results. A portion of the library; the hit share may differ from the screen's.

SMILES	TAG inh	TAG inh DAPI viability
Cc1cccc(N(CC(=O)N2CCCCCC2)S(C)(=O)=O)c1	-14	1
Cc1ccc(NC(=O)c2ccc(=O)[nH]n2)cc1S(=O)(=O)Nc1ccc(SC(F)F)cc1	-14	-3
O=C1NCCOC(=O)[C@H](Cc2ccc(F)cc2)C/C=C\C[C@@H]1CC(=O)N(CCO)Cc1ccccc1	-10	3
COc1ccc(-n2c(=O)c3c4c(sc3n(CC(=O)NCC3CCCO3)c2=O)CN(C(C)=O)CC4)cc1OC (stereo not drawn)	3	2
CCN(CC)CCOC(=O)C1(C2CCCCC2)CCCCC1	-13	7
O=C(CCOc1cccc(Br)c1)Nc1ccc(F)c(S(=O)(=O)N2CCOCC2)c1	-22	-1
Cn1c(COc2ccc3ccccc3c2)nnc1SCC(=O)O	14	5
O=C(NNc1ncnc2sccc12)c1ccc(Cl)cc1	-33	13
CCOc1ccc(S(=O)(=O)N2CCCCC2)cc1NC(=O)CN1C(=O)NC(CC)(c2ccccc2)C1=O (stereo not drawn)	11	-1
CN(C)Cc1cc(C(C)(C)C)cc(C(C)(C)C)c1O	10	-5
Cc1c(CC(=O)O)c(=O)oc2cc3oc4c(c3cc12)CCCC4	-7	-1
O=C(CNC(=O)c1cccc(-n2cccc2)c1)Nc1ccccc1Br	18	-8
COCCn1c(C)cc(C(=O)COC(=O)c2c(C)nn(Cc3ccccc3)c2C)c1C	-3	-4
CC(C)CN(C(=O)CN(C)CC(=O)Nc1ccc(Cl)c(C(F)(F)F)c1)c1c(N)n(CC(C)C)c(=O)[nH]c1=O	17	3
COc1ccccc1C(=O)NNC(=O)c1ccc(NC(=O)C(C)C)cc1	1	8
COc1ccc(N2C(=O)C(Cl)=C(Nc3ccccc3O)C2=O)cc1	-4	6
O=C(c1cc(-c2ccc(Cl)s2)nc2ccccc12)N1CCCC1	18	15
CCOC(=O)C1=C(C)c2ccccc2OC1(CC)C(=O)OCC (stereo not drawn)	-18	10
Nc1nc(CN2CCN(Cc3ccccc3)CC2)nc(Nc2ccc3c(c2)OCCO3)n1	3	3
O=c1c(Cl)c(NS(=O)(=O)c2ccccc2)cnn1-c1ccccc1	-12	9
O=C1C2C(c3ccccc3)=NN(c3ccccc3)C2C(=O)N1c1ccccc1 (stereo not drawn)	-17	3
COCCNC(=O)c1ccc(-n2c(SCc3cccnc3)nc3ccccc3c2=O)cc1	9	-5
Cc1cc(C=NCCO)c(C)n1-c1cc(Cl)ccc1Cl	-1	-2
O=C(Cn1c(SCC(=O)N2CCc3ccccc32)nc2ccccc21)NC1CCCC1	6	-5

Ordered by number of heavy atoms (lowest first): 4 of the compounds above.
SMILES	TAG inh	TAG inh DAPI viability
O=C(c1cc(-c2ccc(Cl)s2)nc2ccccc12)N1CCCC1	18	15
COc1ccccc1C(=O)NNC(=O)c1ccc(NC(=O)C(C)C)cc1	1	8
O=C1C2C(c3ccccc3)=NN(c3ccccc3)C2C(=O)N1c1ccccc1 (stereo not drawn)	-17	3
CC(C)CN(C(=O)CN(C)CC(=O)Nc1ccc(Cl)c(C(F)(F)F)c1)c1c(N)n(CC(C)C)c(=O)[nH]c1=O	17	3

Other results.
SMILES	TAG inh	TAG inh DAPI viability
Cc1c(-n2c(SCC(=O)C(C)(C)C)nc3ccccc3c2=O)c(=O)n(-c2ccccc2)n1C	11	2
CCCc1cc(=O)[nH]c(SCC(=O)N2CCC(C(=O)OCC)CC2)n1	-11	-6
CCN1CCN(CC(=O)N2CCCC(C(=O)c3ccc(Oc4ccccc4)cc3)C2)CC1 (stereo not drawn)	-6	19
CCOc1ccccc1NC(C)C(=O)NC(=O)NC1CCCCC1 (stereo not drawn)	13	-8
CC1CCN(C(=O)COC(=O)COc2ccccc2C#N)CC1	-5	-5
Cc1ccc(C(=O)CCC(=O)OCC(=O)N(CC(C)C)c2c(N)n(Cc3ccccc3)c(=O)[nH]c2=O)cc1	-10	-10
Nc1ccn(C2OC(COC(=O)C34CC5CC(CC(C5)C3)C4)C(O)C2O)c(=O)n1 (stereo not drawn)	18	-4
CCOc1ccc(N2C(=O)CC(Sc3ccccc3C(=O)O)C2=O)c([N+](=O)[O-])c1 (stereo not drawn)	17	12
C[N+](C)(C)CCN(Cc1ccc(Cl)cc1)c1ccccn1	12	-5
O=C(NNC(=O)c1sccc1-n1cccc1)c1ccc(F)cc1	-6	2
O=C(C1=C(O)/C(=C/c2ccc(O)cc2)CCC1)C(F)(F)F	5	10
CCN(CC)CCN1CCN(c2cnc(C)cn2)CC1	-11	1

The closing six entries of the section before come first, to join the parts.
SMILES	TAG inh	TAG inh DAPI viability
Nc1ccn(C2OC(COC(=O)C34CC5CC(CC(C5)C3)C4)C(O)C2O)c(=O)n1 (stereo not drawn)	18	-4
CCOc1ccc(N2C(=O)CC(Sc3ccccc3C(=O)O)C2=O)c([N+](=O)[O-])c1 (stereo not drawn)	17	12
C[N+](C)(C)CCN(Cc1ccc(Cl)cc1)c1ccccn1	12	-5
O=C(NNC(=O)c1sccc1-n1cccc1)c1ccc(F)cc1	-6	2
O=C(C1=C(O)/C(=C/c2ccc(O)cc2)CCC1)C(F)(F)F	5	10
CCN(CC)CCN1CCN(c2cnc(C)cn2)CC1	-11	1
CN(C)S(=O)(=O)c1cccc(COC(=O)c2ccc(Cl)cc2O)c1	-8	7
O=C(COc1cccc(F)c1)Nc1nc(-c2ccccn2)cs1	-5	-8
O=C(COC(=O)CSc1ccc(F)cc1)NC1CC1	-7	0
N#Cc1ccc(S(=O)(=O)N2CCCCC2c2cc(C(=O)Nc3cccc4c3CCCC4)no2)cc1 (stereo not drawn)	-3	2
COc1ccc2ccccc2c1/C=N\NC(=O)c1ccc(C)s1	0	1
CCCCn1c(N)c(N(CCOC)C(=O)CSCc2ccccc2C)c(=O)[nH]c1=O	-1	-5
O=C(C1CCC(=O)N1Cc1ccccc1Cl)N1CCN(c2ccc(F)cc2)CC1 (stereo not drawn)	4	3
Cc1c(C(=O)NCc2ccc(Cl)c(Cl)c2)sc(=O)n1Cc1ccc(C(=O)N(C)C)cc1	1	-6
CCCn1c(=O)c(C(=O)Nc2ccccc2C(=O)OC)c(O)c2ccccc21	-2	13
COc1ccc(CC(=O)N2CC3(C)CC2CC(C)(C)C3)cc1OC (stereo not drawn)	10	-3
O=C(NC1CCCCC1)C(c1ccncc1)N(Cc1ccc(F)cc1)C(=O)c1ccccn1 (stereo not drawn)	4	-7
COc1ccc(CCNc2oc(COc3ccc(Br)cc3)nc2C#N)cc1OC	-24	-5
CS(=O)(=O)N1Cc2ccccc2CC1C(=O)OCC(=O)NCc1ccccc1 (stereo not drawn)	-10	12
O=C(Cn1nnc(-c2cccs2)n1)NCc1ccco1	8	-7
Cc1ccc(C(=O)Nc2ccc3c(c2)OCO3)cc1NC(=O)c1ccco1	9	-8
CC(=O)Nc1ccccc1OCC(=O)NCCc1ccc(Cl)cc1Cl	-2	8
O=S(=O)(NCC(c1cccnc1)N1CCN(c2ccc(F)cc2)CC1)c1ccc(F)cc1 (stereo not drawn)	-8	8
O=C(Cn1nc(Cl)nc1Cl)Nc1ccccc1	17	-2
O=C1/C(=C\c2ccsc2)N2CCC1CC2	-3	3
O=C(CCc1nnc(-c2ccccc2)o1)c1ccc(Cl)cc1	6	-10
CCOC(=O)N(C)C[C@@H]1OCc2ccccc2-c2c(n(C)c3ccccc23)C(=O)N([C@H](C)CO)C[C@H]1C	1	4
Cc1nc(S/C(=C/c2ccc(-c3ccc(C(=O)O)cc3)o2)C(=O)O)n[nH]1	2	4
CCCCN1C(=O)C(CC(=O)NCCc2ccccn2)CC(C(=O)N2CCOCC2)=C1C (stereo not drawn)	4	7
Cc1cc(Cl)ccc1OCCCC(=O)N1CCN(C)CC1	-8	-7
CC(C)OC(=O)C1CC(C)(O)C(=O)C(C(=O)OC(C)C)C1c1ccc([N+](=O)[O-])cc1 (stereo not drawn)	-3	5
Cc1c(C(=O)N2CCN(c3ncccn3)CC2)sc2nc3n(c(=O)c12)CCCC3	5	-3
COc1cc(C2NC(=S)NC(c3ccccc3)=C2C(C)=O)cc(Br)c1OCC(N)=O (stereo not drawn)	7	-6
O=C(Nc1ccncc1)c1cc(S(=O)(=O)N2CCN(c3ccccc3)CC2)ccc1Cl	2	-3
Cc1nnsc1-c1nc2ccccc2[nH]1	10	0
CC(=O)N(c1nc(CCl)cs1)c1c(C)cc(C)cc1C	12	-4
O=C(NCCc1ccc(Cl)cc1)c1nnc(Cc2ccc(Cl)cc2)o1	-6	0
COc1ccc(-c2cn3cc(C(=O)NN)ccc3n2)cc1	2	29
O=C(O)C1(c2ccccc2)CCN(S(=O)(=O)c2ccc(Cl)cc2)CC1	-3	6
OCCC1CN(Cc2cnc(-c3ccccc3)s2)CCN1C1CCCCC1 (stereo not drawn)	5	4
CCn1cc(-c2csc(N)n2)c(C)n1	-10	-10
CCOCCCNC(=O)C(NC(=O)Cc1c[nH]c2ccccc12)c1ccc(OC)cc1 (stereo not drawn)	-2	0

3 of the compounds above, with two lines to a compound.
The line under a structure holds: TAG inh	TAG inh DAPI viability
> Cc1c(C(=O)N2CCN(c3ncccn3)CC2)sc2nc3n(c(=O)c12)CCCC3
  5	-3
> O=C(NCCc1ccc(Cl)cc1)c1nnc(Cc2ccc(Cl)cc2)o1
  -6	0
> CC(=O)N(c1nc(CCl)cs1)c1c(C)cc(C)cc1C
  12	-4

Additional entries follow:
SMILES	TAG inh	TAG inh DAPI viability
CN(CCOc1ccccc1)S(=O)(=O)c1ccc2oc3ccccc3c2c1	-21	5
CCCOc1ccc(F)cc1-c1cc(C(=O)Nc2ccc(OC)nc2)[nH]n1	5	12
Cc1ccccc1-n1nc(C)c2cc(C(=O)N3CCN(S(=O)(=O)c4ccc(Cl)cc4)CC3)sc21	-10	18
COCC(C)n1c(C)cc(C(=O)CSc2nnnn2-c2ccc(O)cc2)c1C (stereo not drawn)	20	-8
N#Cc1c(F)cccc1NCc1cccs1	-13	11
Cc1ccc(C)c(NC(=O)COC(=O)c2nn(C)c(=O)c3ccccc23)c1	-6	2
CCc1noc(C)c1C(=O)NNC(=O)c1nn(CC)c(=O)c2ccccc12	-9	-2
COCC(C)OC(=O)c1c(N)n(CCCN2CCOCC2)c2nc3ccccc3nc12 (stereo not drawn)	9	20
COc1ccc(C(=O)Nc2c(O)ccc3ccccc23)cc1OC	9	-8
CCCOc1ccc(CC(=O)N/N=C\c2ccc(F)cc2)cc1	-10	4
CCCN1CCN(C(c2cc3cc4c(cc3[nH]c2=O)OCO4)c2nnnn2C(C)(C)C)CC1 (stereo not drawn)	15	4
Nn1c(SCC(=O)Nc2ccccc2)nnc1-c1cccnc1	-6	-1
CCc1cc(C(=O)NCC(C)(C)N2CCOCC2)sc1C	0	3
O=C(COc1ccc(Br)cc1)N1CCc2ccccc21	9	-4
CCN1CCN(C(c2ccccc2F)c2nnnn2Cc2ccc3c(c2)OCO3)CC1 (stereo not drawn)	13	9
OCCN1CCN(CC(O)COCC2COc3ccccc3O2)CC1 (stereo not drawn)	-1	-2
Cc1ccc(C)c(NCc2n[nH]c(=S)n2-c2ccccc2)c1	-10	7
